# Tn7 DDE FP = disrupts Tn7 cyclic peptide binding to fibrin D-Dimer-E complex | P02675 | FP displacement of FITC-Tn7 peptide from fibrin DD(E); 0% = median of compound wells per plate | inhibition, % at 8.3 µM | actives 0.13% (n = 370,000) | AID 720508;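 active = inhibition above the mean of compounds falling within the control limits plus 3 SD of them, cut at about 14% in these data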;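 note: 0% = plate median of compound wells and 100% = 10 µM Aha-Tn7 peptide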
#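 assay system = human clot-derived fibrin DD(E) complex | quantity = Fibrin-DD(E) at 2 µM final | timing = 10 min preincubation, 3 h with tracer, room temperature | signal = fluorescence polarization | measure = percent inhibition | benchmarks = high control wells with 10 µM unlabelled Aha-Tn7 peptide (full inhibition) | replicates = singlicate testing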
# MBD2 DNA inh = MBD2-methylated oligo binding inhibition; Q9UBB5; TR-FRET, MBD2 binding to methylated oligonucleotide; inhibition, % at 4.4 µM; actives 0.31% (n = 370,000); in the data active = inhibition above about 13%
# ADAM17 inh = inhibitors of human ADAM17. inhibition, % at 6.95 µM. actives 0.83% (n = 370,000). AID 720648. recombinant ADAM17, EDANS/DABCYL FRET peptide cleavage. P78536;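 active = inhibition above the mean of compounds lying between control limits plus 3 SD, set per campaign, cut at about 8.5% in these data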;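 note: 0% = DMSO-only wells as the low control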
# DDE Tn6 FP inh = inhibitors of Tn6 peptide binding to human fibrin DD(E). inhibition, % at 8.3 µM. actives 0.21% (n = 370,000). P02675. Fibrin DD(E) TRITC-Tn6 fluorescence polarization displacement;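 active = inhibition above a per-campaign cutoff: mean of compounds within control limits plus 3 SD, cut at about 15% in these data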;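 note: 0% = median of all compound wells on the plate and 100% = blocking peptide control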
# KLK7 zymogen act = activates the human kallikrein-7 zymogen; actives 0.9% (n = 370,000); P49862; purified proKLK7, EDANS-DABCYL substrate fluorescence; 100% is mature enzyme control, 0% vehicle; activation, % at 7 µM; AID 652039;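 active = activation above the mean of all tested compounds plus 3 SD, computed per campaign excluding outliers beyond control limits, cut at about 13% in these data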
# ARFGAP1 inhibitor = inhibits rat ARF GTPase activating protein 1 | Arfgap1-stimulated ARF1 GTP hydrolysis, GDP FP detection | inhibition, % at 16.5 µM | actives 0.26% (n = 360,000);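 active = inhibition above a per-plate limit, mean inhibition of low control wells plus 3 SD, cut at about 25% in these data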;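 note: 0% = DMSO wells with enzyme and 100% = wells lacking Arfgap1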
#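 Replicates: Single well per compound | Assay system: Truncated rat Arfgap1 GAP domain | Control set: No-Arfgap1 wells (100%) versus DMSO full-reaction wells (0%) | Times: Enzyme reaction 120 min at 25 °C after 20 min preincubation | Reagent: Human ARF1(Δ1-17)-GTP substrate | Measured by: Tracer-displacement fluorescence polarization with EDTA stop, 620/688 nm | Measure: Percent inhibition of Arfgap1-stimulated GTP hydrolysis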
# PLCb3 inh = PLC-beta3 (human) inhibition, primary screen. Q01970. Purified PLC-beta3, fluorogenic substrate, fluorescence. inhibition, % at 12.2 µM. actives 0.18% (n = 370,000). AID 720704; in the data active = inhibition above about 11%;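 note: 0% = median of compound wells on plate and 100% = full blocker control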
# Target sequence (Q01970 whole entry, looked up): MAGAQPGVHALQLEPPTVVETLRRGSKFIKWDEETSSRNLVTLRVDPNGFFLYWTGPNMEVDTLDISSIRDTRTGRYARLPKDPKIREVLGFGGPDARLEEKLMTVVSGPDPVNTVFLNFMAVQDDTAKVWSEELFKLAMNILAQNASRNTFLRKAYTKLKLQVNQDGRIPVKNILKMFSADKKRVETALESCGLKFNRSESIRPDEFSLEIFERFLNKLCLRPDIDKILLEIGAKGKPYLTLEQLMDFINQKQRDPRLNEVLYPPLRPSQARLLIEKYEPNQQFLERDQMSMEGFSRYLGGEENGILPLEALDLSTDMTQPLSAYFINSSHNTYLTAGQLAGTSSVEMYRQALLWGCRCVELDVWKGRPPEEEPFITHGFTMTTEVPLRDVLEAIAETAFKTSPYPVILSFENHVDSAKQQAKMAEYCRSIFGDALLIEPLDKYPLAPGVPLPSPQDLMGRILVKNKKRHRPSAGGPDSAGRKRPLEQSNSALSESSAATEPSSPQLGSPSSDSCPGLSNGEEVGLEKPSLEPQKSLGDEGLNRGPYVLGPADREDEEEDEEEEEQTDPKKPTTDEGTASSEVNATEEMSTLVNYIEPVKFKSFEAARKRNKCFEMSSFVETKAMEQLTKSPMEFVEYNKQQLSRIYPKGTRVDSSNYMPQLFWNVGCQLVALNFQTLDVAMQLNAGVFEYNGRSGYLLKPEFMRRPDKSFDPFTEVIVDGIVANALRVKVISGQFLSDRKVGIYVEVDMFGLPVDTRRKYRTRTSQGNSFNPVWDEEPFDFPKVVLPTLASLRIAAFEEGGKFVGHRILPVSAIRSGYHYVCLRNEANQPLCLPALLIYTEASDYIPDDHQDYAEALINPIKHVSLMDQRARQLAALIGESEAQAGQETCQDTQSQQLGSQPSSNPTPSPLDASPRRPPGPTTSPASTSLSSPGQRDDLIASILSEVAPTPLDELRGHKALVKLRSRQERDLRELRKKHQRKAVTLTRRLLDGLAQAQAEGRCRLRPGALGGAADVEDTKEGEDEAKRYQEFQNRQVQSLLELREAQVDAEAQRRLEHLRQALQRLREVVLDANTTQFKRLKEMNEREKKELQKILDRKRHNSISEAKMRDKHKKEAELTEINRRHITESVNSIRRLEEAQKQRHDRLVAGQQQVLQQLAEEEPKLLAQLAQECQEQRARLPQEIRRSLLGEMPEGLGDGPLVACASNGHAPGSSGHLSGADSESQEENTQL
# UHRF1 binding = UHRF1 methyl-DNA binding inhibition; Q96T88; UHRF1 binding to methylated oligo, TR-FRET; inhibition, % at 4.4 µM; actives 0.75% (n = 370,000); in the data active = inhibition above about 21%;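 note: UHRF1 SRA domain binding a hemimethylated CpG hairpin DNA probe; 0% = median of test compound wells and 100% = reference inhibitor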
# PLC-gamma1 inh = inhibitors of human phospholipase C gamma1. purified PLC-gamma1, fluorogenic substrate, fluorescence. inhibition, % at 12.2 µM. actives 0.84% (n = 370,000). AID 720700; in the data active = inhibition above about 9.5%
# ASAP1 GAP inh = inhibitors of human ASAP1 ArfGAP activity. ASAP1-stimulated ARF1 GTP hydrolysis, GDP FP detection. inhibition, % at 16.5 µM. actives 0.19% (n = 360,000). AID 624377; in the data active = inhibition above about 25%;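 note: 0% = vehicle with enzyme and substrate and 100% = no enzyme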
# The depositor's hits bear a star.
SMILES,Tn7 DDE FP,MBD2 DNA inh,ADAM17 inh,DDE Tn6 FP inh,KLK7 zymogen act,ARFGAP1 inhibitor,PLCb3 inh,UHRF1 binding,PLC-gamma1 inh,ASAP1 GAP inh
O=C(Oc1ccc(C(=S)N2CCOCC2)cc1)c1cccc([N+](=O)[O-])c1,4,1,1,4,0.2,-8,-4,0,2,4
COc1cccc(C(=O)NCC(=O)N/N=C/c2cn[nH]c2-c2ccccc2)c1,2,0,2,-2,0.1,-4,0,-2,6,1
CC(C)[C@H](NC(=O)c1ccccc1)C(=O)OCC(=O)Nc1ncc(Cl)cc1Cl,1,-2,-2,-3,0.1,-3,2,-2,-2,-1
Cc1ccc(Cc2c(C)nc3nc(SCC(=O)NCCN4CCOCC4)nn3c2C)cc1,4,3,-2,7,-0.7,7,2,-3,-2,-22
O=c1ccc2ccc(OCCOc3cccc(Cl)c3)cc2o1,2,3,-107,-5,-8.2,16,-114,0,-80,-5
Cc1cccc(-c2cnc(C(O)c3ccc(F)c(C)c3)[nH]2)c1 (configuration not stated),4,2,-1,-2,-0.1,-3,2,2,-2,-2
CCOc1ccc(-c2nc3scc(-c4cccs4)c3c(=O)[nH]2)cc1,4,1,-7,6,-1.1,4,-16,2,-8,-4
CC(C)(C)NC(=O)c1nn2c(C(F)(F)F)cc(-c3ccccc3)nc2c1Br,-3,-4,-1,11,-0.7,2,-5,0,-2,-6
Cc1ccc(S(=O)(=O)Cn2nnnc2CN2CCN(C(=O)c3ccco3)CC2)cc1,-4,-4,0,10,-0.1,12,5,-3,2,-6
Oc1ccc(Br)cc1CN1CCCCCCC1,4,-5,-1,2,0.4,-1,4,-1,4,-1
CCc1nc(C)cc(N)c1OCc1ccccc1,3,11,-6,-7,0.5,-3,4,5,-3,-5
O=C(CCc1nnc2ccc(N3CCC4(CC3)OCCO4)nn12)N1CCCCC1,0,-4,0,0,0.8,-7,-7,-2,1,0
Cc1cc(S(=O)(=O)NCC2CCCO2)c(C)cc1Br (configuration not stated),1,-1,-3,1,0.7,12,-4,8,-1,2
O=S(=O)(Nc1ccc(Cc2ccncc2)cc1)c1ccc(Cl)c(Cl)c1,-1,-1,4,2,0.1,15,1,-3,-2,-4
Cc1cc(Cl)nc(Cl)c1C(=O)NCCc1ccccc1,-4,0,1,3,0.1,-1,-3,1,-2,14
CN(C)c1cccc(NC(=O)C2Cc3c(-c4cccnc4)ccnc3O2)c1 (configuration not stated),2,3,-4,2,-0.4,9,-1,1,2,-19
C[C@H]1COC(=O)[C@@H](Cc2ccc(F)cc2)CC/C=C\C[C@H](CC(=O)NCCO)C(=O)N1,-5,1,-4,-7,-0.4,-8,2,-1,0,-1
S=C(NCCC1=CCCCC1)NCc1ccco1,3,2,0,-6,0.1,12,0,-2,-3,-5
CC(=O)c1cccc(NC(=O)c2cc(-c3ccc(F)cc3)on2)c1,3,4,-6,10,-0.2,-5,5,-2,-1,16
CC(C)(C)c1ccc(C(=O)Nc2ccccc2Cl)cc1,-1,1,-1,-8,-0.1,1,-4,-1,2,9
COC(=O)C1=C(C(=O)OC)[C@@H]2N(C)c3ccccc3[C@@]23C[C@@H](C(=O)OC)N(C(=O)c2ccco2)C3=N1,6,4,-3,2,0.3,-5,4,-1,3,-7
CCOC(=O)c1cc(C(=O)NN)c(=O)[nH]c1C,-4,-4,-2,6,-0.2,-3,-3,1,4,10
COC(=O)CNC(=O)c1ccc(OC2CCN(C(=O)C3CC3)CC2)cc1,1,4,-2,5,0.4,-8,-1,2,0,-8
C=COCCNC(=O)C1CC(=O)N(c2ccc(C)cc2)C1 (configuration not stated),-6,-3,3,-13,0.0,6,1,1,1,-6
CCCc1nnc(NC(=O)Cn2cnc3ccccc3c2=O)s1,2,6,-5,-7,-0.6,6,3,2,1,9
Cc1noc(C)c1CCC(=O)Nc1cc(Cl)ccc1C(=O)O,10,-1,0,-6,0.6,12,-2,-1,-5,7
O=C(CSc1nc(-c2ccccc2)cc(C(F)(F)F)n1)c1cccc([N+](=O)[O-])c1,4,0,-3,-2,-0.2,7,0,1,4,-4
CN(C(=O)COC(=O)c1cc(S(=O)(=O)N(C)C)ccc1Cl)C1CCS(=O)(=O)C1 (configuration not stated),-10,3,-3,8,-0.1,-7,-1,3,5,2
O=C1CCCN1CCCNCC(=O)N1c2ccccc2Sc2ccccc21,0,3,-4,6,0.0,8,-1,-2,-1,11
CSc1ccccc1OCc1cc(C(=O)NCc2ccc(C)s2)no1,8,4,2,-1,-0.1,-9,-8,1,-4,-2
COc1ccc([C@H]2CC(=O)C=C(c3c(OC)cccc3OC)C2)cc1,10,-1,1,4,0.5,8,0,1,0,4
CCCC(=O)NC(Nc1ccc(S(=O)(=O)Nc2ncccn2)cc1)(C(=O)OCC)C(F)(F)F (configuration not stated),-1,-2,-3,-1,0.6,-4,-1,0,2,-2
O=C(Nc1ccccc1)c1cc(C2CCCN(C(=O)C3CC3)C2)on1 (configuration not stated),-2,-3,-2,0,-0.5,4,3,-1,0,0
CC(C)c1ccc(N(CC(=O)O)S(=O)(=O)c2cccnc2)cc1,2,1,0,0,0.4,-10,2,-3,3,1
COc1cccc(CN2CCN(Cc3ccc(O)c(OC)c3)CC2CCO)c1 (configuration not stated),-2,3,-4,8,-0.3,1,-10,3,-3,1
CCOC(=O)Cc1csc(NC(=O)Nc2ccccc2)n1,3,-3,-4,0,-0.7,9,-9,0,5,-4
O=C(NC1CCCN(c2ccc(C(F)(F)F)cn2)C1)c1cc(Cl)ccc1F (configuration not stated),3,-4,0,-1,-0.4,8,-4,-4,5,9
COCCN1CCN(Cc2nc(C3(c4ccc(C)cc4)CCCC3)no2)CC1,2,1,-5,8,0.1,11,-8,2,-1,8
COc1ccc(CNC(=O)C2(CC3CC(c4ccccc4)=NO3)CCN(C(=O)C3CCCC3)CC2)cc1 (configuration not stated),11,-3,0,11,1.0,8,3,-3,2,-13
Cc1cccc(-n2ccc(=O)c(C(=O)Nc3ccc(S(=O)(=O)Nc4nccs4)cc3)n2)c1,6,-1,3,-3,-0.6,1,-3,-1,1,-4
COc1cccc(C(=O)COC(=O)CCC(=O)NC2CCCCC2)c1,12,-6,-3,6,-0.1,-2,-3,-1,-4,-6
CCCN1C(=O)/C(=C/c2ccc(OCc3ccc(C(=O)O)cc3)c(OC)c2)NC1=S,-1,-7,2,8,0.8,4,-4,-3,2,2
COc1ccc(-c2nnc(SCC(=O)NC3CCCc4ccccc43)n2N)cc1 (configuration not stated),6,3,0,0,0.1,3,-1,-1,-1,10
CCOc1cc2[nH]c(=O)n(Cc3ccc(C(=O)NCCCN4CCCC4=O)cc3)c(=O)c2cc1OCC,0,-3,-2,-1,-0.6,12,-6,1,2,-1
COc1ccc(C2NC(=S)NC(C)=C2C(=O)Nc2ccccn2)cc1 (configuration not stated),4,-1,2,7,0.6,9,-1,-2,0,-10
O=C(Nc1ccc(C(=O)N2CCCCC2)cc1)C1CCCCC1,6,-10,-1,-7,-0.4,-7,2,-2,1,-5
CCOC(=O)c1ccc(NC(=O)c2cc(S(=O)(=O)N3CCOCC3)cn2C)cc1,-2,-4,0,-3,0.2,4,4,0,4,2
CC(C)C(=O)Nc1ccccc1C(=O)N/N=C/c1ccc([N+](=O)[O-])cc1,-10,-5,-1,3,0.1,6,2,-6,4,-8
Cc1nnc(SCCC(=O)Nc2nc(-c3ccccc3)ns2)s1,7,5,2,-3,-0.1,10,-4,-3,-4,5

# An excerpt of these results, with tabs.
SMILES	Tn7 DDE FP	MBD2 DNA inh	ADAM17 inh	DDE Tn6 FP inh	KLK7 zymogen act	ARFGAP1 inhibitor	PLCb3 inh	UHRF1 binding	PLC-gamma1 inh	ASAP1 GAP inh
O=C(Oc1ccc(C(=S)N2CCOCC2)cc1)c1cccc([N+](=O)[O-])c1	4	1	1	4	0.2	-8	-4	0	2	4
COc1cccc(C(=O)NCC(=O)N/N=C/c2cn[nH]c2-c2ccccc2)c1	2	0	2	-2	0.1	-4	0	-2	6	1
CC(C)[C@H](NC(=O)c1ccccc1)C(=O)OCC(=O)Nc1ncc(Cl)cc1Cl	1	-2	-2	-3	0.1	-3	2	-2	-2	-1
Cc1ccc(Cc2c(C)nc3nc(SCC(=O)NCCN4CCOCC4)nn3c2C)cc1	4	3	-2	7	-0.7	7	2	-3	-2	-22
O=c1ccc2ccc(OCCOc3cccc(Cl)c3)cc2o1	2	3	-107	-5	-8.2	16	-114	0	-80	-5
Cc1cccc(-c2cnc(C(O)c3ccc(F)c(C)c3)[nH]2)c1 (configuration not stated)	4	2	-1	-2	-0.1	-3	2	2	-2	-2
CCOc1ccc(-c2nc3scc(-c4cccs4)c3c(=O)[nH]2)cc1	4	1	-7	6	-1.1	4	-16	2	-8	-4
CC(C)(C)NC(=O)c1nn2c(C(F)(F)F)cc(-c3ccccc3)nc2c1Br	-3	-4	-1	11	-0.7	2	-5	0	-2	-6
Cc1ccc(S(=O)(=O)Cn2nnnc2CN2CCN(C(=O)c3ccco3)CC2)cc1	-4	-4	0	10	-0.1	12	5	-3	2	-6
Oc1ccc(Br)cc1CN1CCCCCCC1	4	-5	-1	2	0.4	-1	4	-1	4	-1
CCc1nc(C)cc(N)c1OCc1ccccc1	3	11	-6	-7	0.5	-3	4	5	-3	-5
O=C(CCc1nnc2ccc(N3CCC4(CC3)OCCO4)nn12)N1CCCCC1	0	-4	0	0	0.8	-7	-7	-2	1	0
Cc1cc(S(=O)(=O)NCC2CCCO2)c(C)cc1Br (configuration not stated)	1	-1	-3	1	0.7	12	-4	8	-1	2
O=S(=O)(Nc1ccc(Cc2ccncc2)cc1)c1ccc(Cl)c(Cl)c1	-1	-1	4	2	0.1	15	1	-3	-2	-4
Cc1cc(Cl)nc(Cl)c1C(=O)NCCc1ccccc1	-4	0	1	3	0.1	-1	-3	1	-2	14
